Screens deposited in PubChem BioAssay by Broad Institute.
PAX8 reporter – inhibitors of PAX8-driven TPO luciferase reporter, primary screen, RMG-I cells, single concentration | AID 652154, 2013 | 360,000 compounds, 1.2% hits | SteadyGlo, 24 h | inhibition, % at 12.6 µM;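 active = mean replicate inhibition at least 60% with every replicate also reaching 60%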;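 also: luciferase light reporting Pax8 driven TPO promoter activity; plate controls were median of neutral control wells for no effect and mitoxantrone controls for full effect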
ARNT TACC3 PPI – disruptors of ARNT/TACC3 protein interaction, primary screen, biochemical, AlphaScreen, single concentration. inhibition, % at 9.99 µM. AID 623870, 2012. AlphaScreen His-ARNT PAS-B/GST-TACC3 binding, luminescence; TACC3 fragment carries E629A point mutation. 390,000 compounds, 0.66% hits;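 active = mean inhibition of replicates at least 50% and at least half of replicates each reaching 50%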;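 also: 0% = complete ARNT plus TACC3 wells and 100% = ARNT alone without TACC3; many hits fall short of the cut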
PGC1a acetyl inh – inhibitors of PGC1a acetylation signal, primary screen, cell-based, U2OS, AlphaScreen, inhibitor mode; AlphaScreen anti-acetyl-lysine; with virally co-expressed GCN5 acetyltransferase; inhibition, % at 15.6 µM; 350,000 compounds, 0.17% hits; AID 651687, 2012;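 active = every replicate shows inhibition of at least 40%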;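 also: 0% = neutral control wells and 100% = positive control wells; some results beyond the cut were filed as inactive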
Cneo AK release – Cryptococcus neoformans cell lysis inducers, primary screen, AK release luminescence, single concentration; C. neoformans lysis, adenylate kinase release luminescence, 4 h; normalised: neutral wells 0, clomiphene wells 100; lysis activity, % at 15 µM; 360,000 compounds, 0.2% hits; AID 651654, 2012;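 active = mean lysis activity across replicates of at least 80%, whatever share of replicates individually reach that level; inactive = mean lysis activity below 80%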
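Assay system: log-phase C. neoformans yeast / Quantity: yeast cell density of 5 × 10^6 cells/mL / Medium: fresh YPD growth medium / Compound: single dose / Timing: static 4 h at 37 °C with compound, 1 h detection / Measured by: adenylate kinase release luminescence / Read-out: lysis from increased AK signal / Benchmarks: Clomiphene as positive lysis control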
PglD inh – C. jejuni PglD acetyltransferase inhibitors, primary screen, biochemical, DTNB colorimetric, single point. inhibition, % at 12.5 µM. purified PglD enzyme, DTNB colorimetric CoA detection. 360,000 compounds, 0.098% hits. UDP-N-acetylbacillosamine N-acetyltransferase PglD (Campylobacter jejuni); in the data active = inhibition above about 16%, passing the limit was not always enough; also: strong numbers were not always called active
C2C12 statin – suppressors of statin myotoxicity in C2C12 myotubes, primary screen, cell-based, single point, plate reader; rescue of ATP level, % at 7.49 µM; 330,000 compounds, 0.78% hits; C2C12 myotubes + simvastatin, ATP luminescence, 48 h; scaled: DMSO 0, geranylgeraniol control 100;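 active = mean ATP rescue above about 67%, or every replicate alone reaching that limit, limit read from the data, passing the limit was not always enough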;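 also: myotubes were challenged with 10 µM simvastatin during compound exposure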
LGR2 antag – inhibitors of bursicon-induced LGR2 CRE-luciferase signal, primary screen, cell-based, HEK293, CRE-luciferase reporter, bursicon stimulation | Drosophila bursicon receptor LGR2 (rickets) | 380,000 compounds, 0.35% hits | inhibition, % at 9.99 µM | bursicon-stimulated, 4 h;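 active = drop in luminescence signal, shown as inhibition above about 50% in the replicate tests, limit read from the data, passing the limit was not always enough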;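 also: agonist challenge used bursicon conditioned medium at about half maximal strength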
INS-1E GSIS act – GLuc luminescence reporter in INS-1E cells, primary screen for activators of glucose-dependent secretion of insulin | 370,000 compounds, 0.61% hits | activation, % at 16.6 µM | INS-1E GLuc reporter insulin secretion, 2-3 h;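 active = lowest replicate activation of at least 40%, so every replicate reaches that level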;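 also: 0% = median of neutral control wells and 100% = median of IBMX positive control wells; some compounds called inactive have numbers as strong as hits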
The depositor's hits bear a star; nt = not tested or not shown; & = joins results of further samples.

SMILES	PAX8 reporter	ARNT TACC3 PPI	PGC1a acetyl inh	Cneo AK release	PglD inh	C2C12 statin	LGR2 antag	INS-1E GSIS act
CC(CCCN1CCCC1)Nc1ccnc2cc(Cl)ccc12 (stereo not drawn)	-4	11	-7	1	0	-46	-9	nt
C[C@H](CO)N1C[C@H](C)[C@@H](CN(C)C(=O)Nc2ccc(C(F)(F)F)cc2)Oc2c(NC(=O)c3ccncc3)cccc2C1=O	-7&23	-6&0	-1&4	-1&-2	2&-1	0&2	0&15	-3&-21
COc1ccc(NC(=O)CN(C)C2CCS(=O)(=O)C2)cc1 (stereo not drawn)	-6	-4	-3	0	-3	-1	-19	nt
O=C(Nc1cccc(F)c1)N1CCCCN2[C@H](CO)[C@@H](c3ccc(-c4ccccc4F)cc3)[C@H]2C1	94*	21	0	11	-3	nt	-1	-28
CC(C)CC(O)C1CCN(C(=O)CCc2nnc(-c3ccccc3)o2)CC1 (stereo not drawn)	0	-2	nt	nt	nt	nt	24	10
O=C(COC(=O)C1CC(=O)N(Cc2ccccc2)C1)Nc1ccc2c(c1)OCO2 (stereo not drawn)	5	2	-5	-2	1	2	nt	nt
Cc1ccc(S(=O)(=O)N(C)C)cc1NC(=S)Nc1ccc2[nH]c(=O)[nH]c2c1	-10	-2	nt	nt	nt	nt	-8	5
CC1CC(C)CN(CCCNC(=O)C2CCN(c3nnc(-n4cccc4)s3)CC2)C1 (stereo not drawn)	14	7	nt	-1	-8	2	14	3
COc1ccc(-n2c(-c3cc(-c4ccccc4)sc3N)n[nH]c2=S)cc1	1	-8	nt	nt	nt	nt	0	28
Cc1ccc(C2(C)NC(=O)N(CC(=O)Nc3ccccc3N3CCCC3)C2=O)cc1 (stereo not drawn)	nt	6	nt	-3	6	9	nt	nt
O=S(=O)(c1ccc(F)cc1)N1CCCCN2[C@H](C1)[C@@H](c1ccc(-c3ccccc3)cc1)[C@@H]2CO	-21	0	-7	0	1	nt	17	7
Cc1c(Cl)cccc1NC(=O)CNC(=O)CCS(=O)(=O)c1ccc(F)cc1	4	-3	-4	0	4	-5	-12	-1
CN1CCN(c2ccc(C(=O)c3ccc(Br)cc3)cc2[N+](=O)[O-])CC1	7	25	-7	nt	nt	nt	-21	1
O=C(O)c1cccc(S(=O)(=O)N(Cc2ccccc2)c2ccccc2Cl)c1	6	-6	1	1	-3	18	-10	-14
CC(=O)N1CCc2c(sc(NC(=O)C3CC3)c2-c2nc3ccccc3s2)C1	14	19	1	2	3	-1	3	-2
O=C(CCn1nc(-c2ccc(Cl)cc2)ccc1=O)N1CCOCC1	nt	-2	nt	0	3	-8	-2	7
COc1ccccc1NC(=S)NCC1CCC(CNC(=S)Nc2ccccc2OC)CC1 (stereo not drawn)	6	0	nt	nt	nt	nt	7	3
Cc1ccccc1-n1c(=O)cc(N2CCN(Cc3ccccc3)CC2)[nH]c1=O	-3	6	9	0	0	-8	1	nt
CCC/C=C/c1ccc(CN2C(C(C)C)C(=O)N(Cc3cn(Cc4ccco4)nn3)CCS2(=O)=O)cc1 (stereo not drawn)	28	nt	-9	-3	0	5	5	-1
O=C(CSc1nc(Cc2ccccc2)nc2ccccc12)Nc1ccc2c(c1)OCCO2	nt	-15	17	0	-3	6	-19	9
Cc1cc(Oc2ccc(Br)cc2)nc(SCC(=O)c2ccccc2)n1	12	0	nt	nt	nt	-1	26	-8
COc1cccc(NC(=O)CN(C)C(=O)c2cccc(S(=O)(=O)N3CCN(c4ccc(F)cc4)CC3)c2)c1	43	5	-4	-2	3	7	9	-36
COc1ccc(S(=O)(=O)N(C)C[C@@H]2Oc3cc(C4=CCCC4)ccc3S(=O)(=O)N([C@H](C)CO)C[C@H]2C)cc1	nt	13	-9	-5	4	-67	3	-29
Cc1ccc(N=c2c([N+](=O)[O-])nn(-c3ccc4c(c3)OCCO4)n2O)cc1F	7	1	nt	nt	nt	nt	35	1
CCN(Cc1ccncc1)C(=O)CSc1ccc2ccccc2c1	15	0	-10	0	0	1	-6	-3
SMILES	PAX8 reporter	ARNT TACC3 PPI	PGC1a acetyl inh	Cneo AK release	PglD inh	C2C12 statin	LGR2 antag	INS-1E GSIS act
COc1cc(NC(=O)c2ccccc2)cc(OC)c1	-73	-1	-4	0	0	-1	nt	nt
Cc1cc(C)nc(N2CCN(C(=O)CCC(=O)Nc3nnc(C(C)C)s3)CC2)n1	-3	-6	8	2	-4	nt	-10	6
O=C(Nc1nccs1)c1ccc([N+](=O)[O-])cc1	-79	-3	3	1	-2	1	-8	6
O=C(NCc1cccnc1)c1cccnc1Sc1ccc(Cl)cc1	nt	-15	21	3	-5	17	nt	nt
CCn1c(O)c(N=NC(=O)c2cccnc2)c2cc(Br)ccc21	-17	0	-5	-2	5	nt	-6	19
O=C(Cn1nc(-c2ccccc2F)ccc1=O)NCc1ccc2c(c1)OCO2	nt	-3	-18	0	-6	18	nt	nt
COc1ccc(N2CCN(C(=O)c3ccc(NS(=O)(=O)c4ccc(F)c(F)c4)cc3)CC2)cc1	nt	0	-10	0	-3	15	3	-29
C[C@@H]1CCCCO[C@@H](CN(C)C(=O)Nc2cccc3ccccc23)[C@H](C)CN([C@H](C)CO)C(=O)c2cc(NC(=O)Nc3ccc(F)cc3)ccc2O1	-55	7	-4	-1	2	nt	-3	13
Cc1cc(C)n(CC(=O)N2c3ccccc3Sc3ccc(C(F)(F)F)cc32)n1	11	nt	-37	-2	-1	13	8	27
O=C([C@H]1[C@H](CO)[C@H]2Cn3c(ccc(-c4ccncc4)c3=O)[C@H]2N1CCC(F)(F)F)N1CCCCC1	-6	8	0	-4	1	-1	4	-3
COc1ccc(NC(=O)C(=O)NCCC2=CCCCC2)c(OC)c1	-2	-2	-4	-1	-7	-14	-8	8
COc1cc2[nH]c(=O)c(C(=O)NCc3ccc(C)cc3)c(O)c2cc1OC	23	nt	-3	-1	2	2	-7	nt
COc1ccc2c(C)cc3n[nH]c(=S)n3c2c1	-5	9	20	nt	nt	0	-8	16
N#C/C(=C\C=C\c1ccccc1[N+](=O)[O-])C(=O)NC1CCCCC1	nt	5	-10	-3	-1	15	nt	nt
CC(C)(C)OC(=O)[C@H](Cc1ccccc1)NC(=O)c1nc[nH]c1C(=O)N[C@@H](Cc1ccccc1)C(=O)OC(C)(C)C	104*	3	-2	1	-8	14	31	nt
O=C(NCCN=C1NS(=O)(=O)c2ccccc21)c1ccc(S(=O)(=O)N2CCOCC2)cc1	nt	-3	3	3	-6	8	nt	nt
N#C[C@@H]1[C@H](c2ccccc2-c2ccccc2)[C@@H](CO)N1c1ncc(-c2ccccc2)s1	-19	nt	1	nt	nt	nt	-2	0
CC(C)(C)n1nc2c(c1NC(=O)c1cc([N+](=O)[O-])ccc1Cl)CS(=O)(=O)C2	15	3	nt	-1	1	0	13	13
Cc1cccc(C)c1NC(=O)COC(=O)/C=C/c1ccc(S(=O)(=O)N2CCOCC2)cc1	5	-4	nt	-1	-5	-1	-15	-11
CCN(CC)c1ccc(S(=O)(=O)N2CCOCC2)cc1NC(=O)CSc1nncs1	nt	-4	-8	1	1	-3	nt	nt
Cc1cccc(OCC(=O)N(Cc2ccc(C)o2)C2CCS(=O)(=O)C2)c1 (stereo not drawn)	8	25	4	4	-1	-6	15	22
CCCNC(=O)c1onc(CSc2ccc(F)cc2)c1C(=O)NC(C)C	-9	-6	3	-3	-3	-9	16	3
C[C@H](CO)N1C[C@H](C)[C@H](CN(C)C(=O)NC2CCCCC2)Oc2ccc(NS(=O)(=O)c3cn(C)cn3)cc2CC1=O	2	5	0	-2	4	1	1	15
CC1(C)CC(=O)C=C(NCC(=O)O)C1	nt	1	nt	-1	-2	4	-1	5
CCOC(CNC(=O)C(=O)NCC(c1ccco1)N1CCN(c2ccc(OC)cc2)CC1)OCC (stereo not drawn)	-6	-1	8	-1	-1	9	-5	12
SMILES	PAX8 reporter	ARNT TACC3 PPI	PGC1a acetyl inh	Cneo AK release	PglD inh	C2C12 statin	LGR2 antag	INS-1E GSIS act
CCOc1ccc(CCNC(=O)COC(=O)c2ccc3c(c2)OCCO3)cc1OCC	-3	3	nt	8	2	11	-10	15
CC(C(=O)Nc1ccc(S(=O)(=O)N2CCCC2)cc1)N(C)Cc1ccc(F)cc1 (stereo not drawn)	7	-10	-14	-2	0	7	-7	-25
O=C(Nc1ccc2c(c1)[C@H]1C[C@@H](CC(=O)N3CCCCC3)O[C@H](CO)[C@H]1O2)C1CCC1	9	1	6	0	2	2	-6	5
CSCC[C@H](NC(=O)[C@H]1N2C(=O)c3ccccc3C2SC1(C)C)C(=O)NCc1ccncc1 (stereo partly drawn)	1	-5	-2	-1	0	5	8	19
CN(C)c1ccc(/C=C/c2nc3ccccc3s2)cc1	nt	2	1	-21	-2	-11	nt	nt
O=[n+]1cc(-c2ccc(Br)cc2)n([O-])c2c1CCC2	5	-7	nt	nt	nt	nt	-8	3
Cc1ccc(NC(=O)CN2C(=O)NC3(CCC(C)CC3)C2=O)c(Cl)c1 (stereo not drawn)	nt	-5	-1	-1	3	12	nt	-10
CC(=O)Nc1ccc(OC/C=C(\C)Cl)cc1	nt	-4	-9	nt	nt	-4	-11	0
COc1ccc(CN2C(=O)C3C4C=CC(C4)C3C2=O)cc1 (stereo not drawn)	nt	-11	3	nt	nt	nt	-30	-9
CCN1C(=O)c2ccc(C(=O)Nc3nccs3)cc2C1=O	nt	-17	3	-8	1	4	nt	nt
CO[C@@H]1CN(C)C(=O)c2ccc(NC(=O)Nc3cccc(Cl)c3)cc2OC[C@@H](C)NC[C@H]1C	2	11	-3	43	4	-43	9	-13
Cc1cc(C)cc(C(=O)Nc2cc3c4c(c2)CC(=O)N4CCC3)c1	15	1	nt	-1	3	nt	0	1
C[C@@H]1CCCCO[C@H](CN(C)S(=O)(=O)c2cccs2)[C@@H](C)CN([C@H](C)CO)C(=O)c2cc(NC(=O)c3ccncc3)ccc2O1	-23	-2	3	8	4	nt	-8	1
CSc1ccc(C(=O)C2CCCN(C(=O)CCc3c(C)nn(C)c3C)C2)cc1 (stereo not drawn)	24	14	5	0	-3	-1	3	-16
C[C@H]1CN([C@@H](C)CO)C(=O)c2cc(/C=C/c3ccccc3)cnc2O[C@H]1CN(C)C(=O)c1cccc(F)c1	12&12	6	-9&3	1&4	2&-4	-4&25	16	-29&-3
C[C@@H]1CN([C@@H](C)CO)S(=O)(=O)c2ccc(C#Cc3ccncc3)cc2O[C@@H]1CN(C)C(=O)C1CCOCC1	33	0	10	-2	1	-12	10	11
CN(CC(CC(=O)Nc1nncs1)c1ccccc1)S(=O)(=O)c1ccc(Br)cc1 (stereo not drawn)	-10	nt	-23	-3	-1	12	-11	-10
CCNC(=S)N(CCCN(CC)CC)Cc1cc2cc3c(cc2[nH]c1=O)OCO3	20	0	5	-2	-3	6	12	7
COC(=O)/C(C(C)=O)=C(/C=C/C=C/N(C)C)N(C)C	nt	-4	nt	-3	-17	1	1	9

Structural class: those above with a COOH group
SMILES	PAX8 reporter	ARNT TACC3 PPI	PGC1a acetyl inh	Cneo AK release	PglD inh	C2C12 statin	LGR2 antag	INS-1E GSIS act
O=C(O)c1cccc(S(=O)(=O)N(Cc2ccccc2)c2ccccc2Cl)c1	6	-6	1	1	-3	18	-10	-14
CC1(C)CC(=O)C=C(NCC(=O)O)C1	nt	1	nt	-1	-2	4	-1	5

This is a random part of the collection; 2.9% or so of the library scored in one or more.
